Screening data from PubChem BioAssay.
HCV inh: qHTS Assay for Inhibitors of Hepatitis C Virus (HCV); Huh7.5.1 HCVcc-Cre infection, luciferase reporter, 44 h; Potency, µM (top dose mostly 41.8 µM), inactives show top-dose activity change, negative = inhibition, hits mostly inhibitors; 340,000 tested, 3.4% active
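Antiviral activity was scored by luciferase reporter output from cells infected with HCVcc-Cre (~0.5 moi) in presence of compound, 44 h infection period, cells seeded 1,000/well 4 h prior.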
Pf growth 96h: Primary qHTS for delayed death inhibitors of the malarial parasite plastid, 96 hour incubation; 320,000 tested, 6.9% active; Potency, µM (doses to about 28.7 µM), for the others: at the highest dose activity change, negative = inhibition, hits mostly inhibitors; P. falciparum luciferase reporter growth, 96 h
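Delayed-death screen, second-generation endpoint: infected erythrocytes, 2% hematocrit, 0.05% parasitemia final; 96 hours at 37 C, 5% CO2; luciferase detection reagent; luminescence decrease equals reduced growth.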
Pf growth 48h: Primary qHTS for delayed death inhibitors of the malarial parasite plastid, 48 hour incubation. P. falciparum luciferase growth in erythrocytes, 48 h. Potency, µM (doses to about 28.7 µM), for inactives: at the highest dose activity change, negative = inhibition, hits mostly inhibitors. AID 504832, 2011. 310,000 tested, 5.9% active
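Luciferase-expressing parasites in RBCs, 2% Hct / 0.1% parasitemia final; RPMI 1640 + 0.5% Albumax; 37 C, 5% CO2, one generation; luminescence read-out, lower signal = inhibition.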
LmPK inh: qHTS Assay for Inhibitors of Leishmania Mexicana Pyruvate Kinase (LmPK); Q27686; purified LmPK, Kinase-Glo ATP luminescence, 1 h; Potency, µM (top dose mostly 57.5 µM), without a hit: top-dose activity change, negative = inhibition, actives largely listed as inhibitors; 290,000 tested, 0.37% active
Target sequence (Q27686 whole entry, looked up): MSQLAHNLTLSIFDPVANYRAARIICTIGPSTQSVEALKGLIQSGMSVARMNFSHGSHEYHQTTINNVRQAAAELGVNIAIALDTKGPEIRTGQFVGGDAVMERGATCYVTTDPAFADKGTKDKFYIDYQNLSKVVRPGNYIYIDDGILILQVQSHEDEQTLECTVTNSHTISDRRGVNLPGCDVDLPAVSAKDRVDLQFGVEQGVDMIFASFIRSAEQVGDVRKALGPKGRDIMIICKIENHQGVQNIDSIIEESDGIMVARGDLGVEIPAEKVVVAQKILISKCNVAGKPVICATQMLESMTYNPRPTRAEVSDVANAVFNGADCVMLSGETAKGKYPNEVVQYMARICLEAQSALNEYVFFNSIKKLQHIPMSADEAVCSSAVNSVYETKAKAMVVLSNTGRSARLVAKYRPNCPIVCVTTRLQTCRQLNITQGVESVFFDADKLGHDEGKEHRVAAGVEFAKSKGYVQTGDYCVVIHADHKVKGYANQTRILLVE
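0.1 nM LmPK, 0.5 mM PEP, 0.1 mM ADP; 50 mM imidazole pH 7.2, 7 mM MgCl2, 50 mM KCl; 1 h RT. Kinase-Glo luminescence readout, normalized to no-enzyme (full inhibition) and uninhibited wells.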
Tb PYK inh: qHTS of Trypanosoma Brucei Inhibitors; pyruvate kinase (Trypanosoma brucei), Q57TT1; TbPYK enzyme, Kinase-Glo Plus ATP luminescence, 45 min; Potency, µM (top dose mostly 76.8 µM), without a hit: top-dose activity, negative = inhibition, actives largely listed as inhibitors; 410,000 tested, 0.12% active; AID 624173, 2012; further: nearly all actives have a fitted effect of over 50% in size
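Luminescent Kinase-Glo Plus end-point after 45 min room-temperature reaction of T. brucei pyruvate kinase started with 130 uM ADP (final). Buffer TEA 50 mM pH 7.2 with KCl, MgCl2, BSA, Tween-20; titration-based qHTS with fitted concentration-effect curves.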
Sm TGR block: qHTS Assay for the Inhibitors of Schistosoma Mansoni Peroxiredoxins; 360,000 tested, 3% active; purified TGR, DTNB reduction, TNB absorbance 405 nm; Potency, µM (highest dose often 114 µM), without a hit: at the highest dose activity change, negative = inhibition, hits mostly inhibitors; Schistosoma mansoni thioredoxin glutathione reductase (TGR), Q962Y6; further: nearly all actives have a fitted effect of over 60% in size
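Kinetic colorimetric format: TGR-catalysed, NADPH-driven DTNB reduction monitored via TNB absorbance. Enzyme dispensed at 20 nM; compound exposure 15 min at room temperature before reaction start.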
Starred values were filed as active, the others as inactive; ? = inconclusive; nt = not tested or not shown; [ ] = remark or other dose. The call rests on the fitted dose curve; in most records, active means well fitted curve in the direction sought with a large enough effect; inconclusive means small, poorly fitted or top-dose-only effect, or another doubt; inactive means no such curve, though single readings can be large; an effect the other way counts as inactive or inconclusive. On the % scale 0 is the no-effect control and ±100 the full control effect; potency means the concentration at half of the fitted maximal effect.

Structure	Sm TGR block	LmPK inh	Pf growth 96h	Tb PYK inh	Pf growth 48h	HCV inh
COc1ccccc1NC(=O)N1CCC(NC(=O)C(Cc2ccccc2F)NC(C)=O)CC1 (centres undefined)	1%	0%	-3%	1%	-11%	-2%
CS(=O)(=O)CCC(C(=O)OCc1ccc(Cl)cc1)N1C(=O)c2ccccc2C1=O (centres undefined)	5%	1%	?	-5%	7%	31%[activator]
CCCCCN(C(=O)CCC(=O)OCc1cccc(Br)c1)c1c(N)n(CCCC)c(=O)[nH]c1=O	-1%	nt	?	3%	?	?
CCCCOc1ccc(-c2c(C(=O)Nc3ccccc3)c(C)[nH]c(=S)c2C#N)cc1	-19%	-1%	?	-3%	?	?
Nc1cc(C(=O)c2ccccc2)ccc1N1CCOCC1	1%	-2%	30%[activator]	5%	97%[activator]	-29%
Cc1ccc(N2C(=O)C(O)(C(F)(F)F)C3=C2CC(C)(C)CC3=O)cc1C (centres undefined)	-20%	1%	36%[activator]	-4%	17%	16%
CN1CCc2c(sc(N)c2C(N)=O)C1	?	-3%	29%	-9%	-10%	21%
CCOC(=O)NC(=S)Nc1ccc(C(C)(C)C)cc1Br	-11%	2%	?	-3%	?	?
CCN(CC)S(=O)(=O)c1csc(C(=O)Nc2ccccn2)c1	3%	0%	86%[activator]	2%	49%[activator]	?
CC1(C)CC(=O)C2=C(C1)OC(N)=C(C#N)C21CCC2(CC1)OCCO2	22µM*	4%	64%[activator]	-10%	2%	?
Cc1ccccc1OCCCN1C(=O)C(=O)c2cccc(C)c21	-2%	0%	-18%	1%	?	?
CC(C)c1ccc(OCc2ccc(C(=O)N3CCCC3)o2)cc1	?	6%	41%[activator]	2%	1%	?
Nc1nc(N)nc(-c2ccc(Oc3ccccc3)cc2)n1	5%	-2%	-5%	-3%	nt	7%
CC(=O)OC1CSc2nc3ccccc3n2C1 (centres undefined)	-7%	-6%	?	-2%	-5%	21%
Cc1ccc(NC(=O)CSCC(=O)NC2(C)CCS(=O)(=O)C2)cc1 (centres undefined)	-9%	nt	-7%	-1%	-19%	9%
CC(=O)Cn1nnc(-c2ccc(C(F)(F)F)cc2)n1	9%	-5%	36%[activator]	-16%	48%[activator]	15%
CCCCCn1c(=O)c(C(=O)NCc2ccco2)c(O)c2ccccc21	-10%	-3%	?	1%	?	?
CC(=O)c1cccc(CN(C)CC2CCCN(CCc3ccccc3C)C2)c1 (centres undefined)	-3%	0%	-27%	1%	?	?
O=C(CCc1ccccc1)NCCc1ccc(F)cc1	0%	4%	-4%	4%	9%	10%
Cc1cccc(C)c1NC1=NC(=S)N(c2ccc(N(C)C)cc2)C1(C)C	-17%	2%	5%	-10%	0%	-7%
Cc1ccc(C)c(OCCn2cc(C(=O)O)c3ccccc32)c1	4%	0%	43%[activator]	-3%	23%	-13%
CC(NC(=O)c1cccc(S(=O)(=O)N(C)C)c1)C1CC2CCC1C2 (centres undefined)	2%	-7%	-8%	-5%	?	2%
Cc1sc2nc(CSCC(=O)Nc3ccc(N4CCOCC4)cc3)[nH]c(=O)c2c1C	-4%	3%	?	-17%	?	13%
Nc1[nH]nc2nc(NCc3ccccc3)c3c(c12)CCN(Cc1ccccc1)C3	0%	-1%	?	2%	-28%	-23%
FC(F)(F)c1nc(NCc2ccccc2)c2nnn(Cc3ccccc3)c2n1	15%	2%	?	4%	-25%	-3%
Cc1ccc(S(=O)(=O)N2CCN(C(=O)c3ccc(Cl)nc3)CC2)cc1	8%	10%	1%	5%	0%	25%
COc1cc(-c2nnc(COC(=O)c3nn(CC(C)C)c(=O)c4ccccc34)o2)cc(OC)c1OC	-2%	nt	7%	1%	20%	13%
c1cc2c(cc1C1CCCCC1)c1c3n2CCCNC3CCC1 (centres undefined)	5%	0%	-24%	-6%	?	3.5µM*
Oc1ccc(Br)cc1C=Nc1ccc(Cl)cc1	-3%	-5%[11.5 µM]	?	2%	19%	26%
COc1cc(C2N=C(c3ccccc3)NO2)cc(Br)c1O (centres undefined)	-2%	1%	34%[activator]	-5%	15%	0%
CC[n+]1c(C)cc(C)n1-c1ccccc1	9%	-3%[11.5 µM]	8.3µM*	0%	?	4%
CC(=O)Nc1c(-c2ccc3ccccc3c2)nc2ccccn12	-5%	-8%	149%[activator]	-11%	-12%[0.00184 µM]	2%
COc1ccc2nc(C)cc(SCC(=O)NNC(=O)COc3ccccc3)c2c1	-22%	-3%	-30%	5%	?	19%
COC(=O)c1ccsc1NC(=O)c1ccccc1	7%	-8%[11.5 µM]	49%[activator]	-6%	13%	-13%
CN(C(=O)COC(=O)c1ccc2c(=O)n3c(nc2c1)CCC3)c1ccccc1	2%	1%	-15%	-4%	17%	-2%
COc1cccc(-n2c(SCC(=O)Nc3nc4ccccc4s3)nc3ccccc3c2=O)c1	-3%	-1%	?	0%	?	-5%
COc1ccc(C(=O)NCc2ccncc2)cc1S(=O)(=O)NCc1ccc(Cl)cc1	-28%	nt	10µM*	4%	?	-21%
O=C(c1ccco1)N1CCN(Cc2nnnn2C2CCCCC2)CC1	12%	1%	32%[activator]	12%	-7%	12%
CC(=O)Nc1cccc(C(=O)OC(C)C(=O)NC(=O)NC2CCCCC2)c1 (centres undefined)	-3%	nt	24%	-15%	5%	11%
CCOc1cc(CO)cc(Br)c1OCC(N)=O	nt	1%	3%	-3%	0%	-18%

In the list so far, 4 contain an NH in an aromatic ring.
Structure	Sm TGR block	LmPK inh	Pf growth 96h	Tb PYK inh	Pf growth 48h	HCV inh
CCCCCN(C(=O)CCC(=O)OCc1cccc(Br)c1)c1c(N)n(CCCC)c(=O)[nH]c1=O	-1%	nt	?	3%	?	?
CCCCOc1ccc(-c2c(C(=O)Nc3ccccc3)c(C)[nH]c(=S)c2C#N)cc1	-19%	-1%	?	-3%	?	?
Cc1sc2nc(CSCC(=O)Nc3ccc(N4CCOCC4)cc3)[nH]c(=O)c2c1C	-4%	3%	?	-17%	?	13%
Nc1[nH]nc2nc(NCc3ccccc3)c3c(c12)CCN(Cc1ccccc1)C3	0%	-1%	?	2%	-28%	-23%

Two of these compounds, set out differently:
COc1ccc(C(=O)NCc2ccncc2)cc1S(=O)(=O)NCc1ccc(Cl)cc1
  Sm TGR block: -28%	LmPK inh: nt	Pf growth 96h: 10µM*	Tb PYK inh: 4%	Pf growth 48h: ?	HCV inh: -21%

O=C(c1ccco1)N1CCN(Cc2nnnn2C2CCCCC2)CC1
  Sm TGR block: 12%	LmPK inh: 1%	Pf growth 96h: 32%[activator]	Tb PYK inh: 12%	Pf growth 48h: -7%	HCV inh: 12%

Carrying on.
Structure	Sm TGR block	LmPK inh	Pf growth 96h	Tb PYK inh	Pf growth 48h	HCV inh
O=C(Nc1ccc(C(=O)N2CCCCC2)cc1)c1cccs1	0%	-17%	30%	-18%	42%[activator]	22%
COC(=O)[C@@H]1C[C@H]1[C@@H](NS(=O)(=O)c1ccccc1)c1ccccc1	-2%	1%	5%	3%	17%	1%
Cc1ccc(-n2cc[nH]c2=S)cc1C	1%	?	18%	-25%	-16%	21%
O=C(Nc1cc2c(ccc3ccccc32)oc1=O)C1CCCCC1	-15%	-2%	34%[activator]	-1%	14%	16%
CC(=O)c1ccc(NC(=O)C(C)N(C)CC(=O)Nc2ccc(N3CCOCC3)cc2)cc1 (centres undefined)	-5%	7%	?	0%	?	-4%
COc1ccc2[nH]c3c(=O)n(N)c(=O)[nH]c3c2c1	2%	3%	33%[activator]	34%[activator]	16%	4%
CCc1cccc(NC(=O)c2snc3c(=O)[nH]cnc23)c1	-33%	1%	-16%	1%	4%	-7%
Cc1c(C(=O)NC2=NCCS2)cccc1[N+](=O)[O-]	-4%	6%	13%	-5%	21%	-6%
O=C(Nc1nnc(SCc2ccc(F)cc2)s1)c1ccco1	5%	-6%	nt	-10%	15%	-2%
CNCCOCC(O)CSc1ccccc1 (centres undefined)	-3%	-2%	nt	-11%	13%	5%
COc1ccc(Cc2nnc(N)s2)cc1	4%	-12%	31%[activator]	3%	?	13%
CCOc1ccc(OC(=O)c2ccc3c(=O)n4c(nc3c2)CCC4)cc1	-1%	nt	7%	-23%	-2%	8%
O=C(CCCC1=NS(=O)(=O)c2ccccc2N1)NCCc1ccc(Cl)cc1	-9%	8%	4%	-3%	-6%	6%
Cc1cc(NC(=O)COc2cccnc2[N+](=O)[O-])no1	nt	5%	37%[activator]	3%	5%	-4%
COc1ccc(N(CC(=O)Nc2ccccc2C)S(=O)(=O)c2ccccc2[N+](=O)[O-])c(OC)c1	15%	1%	?	-21%	?	-22%
C/C(=N/NC(=O)c1cc(C)[nH]n1)c1ccncc1	-6%	3%	?	0%	47%[activator]	-1%
Cc1c(C(=O)N2CCN(S(=O)(=O)c3ccccc3F)CC2)oc2c(Cl)cccc12	1%	nt	12µM*	2%	10µM*	?
COc1ccc(C(=O)Nc2cc([N+](=O)[O-])ccc2N2CCCC2)cc1	3%	-1%	32%[activator]	6%	-13%	-11%
CC(=O)Nc1nc(NC(=O)C(Cl)(Cl)Cl)n(-c2ccccc2)n1	25%	-5%	15%	5%	37%[activator]	25%
CCCc1nnc(NC(=O)c2ccc(S(=O)(=O)N(C)c3ccccc3OC)cc2)s1	-3%	nt	13µM*	-5%	10µM*	4%
COC(=O)c1nc(NC(=O)c2ccccc2Cl)n[nH]1	-27%	4%	nt	5%	-20%	17%
CS(=O)(=O)Nc1ccc(C(=O)N2CCN(c3ccccc3)CC2)cc1	0%	0%	2%	5%	2%	16%

Rewritten with values under each structure: 3 of the compounds above.
Results follow in this order: Sm TGR block	LmPK inh	Pf growth 96h	Tb PYK inh	Pf growth 48h	HCV inh
- COc1ccc2[nH]c3c(=O)n(N)c(=O)[nH]c3c2c1
 : 2%	3%	33%[activator]	34%[activator]	16%	4%
- CCc1cccc(NC(=O)c2snc3c(=O)[nH]cnc23)c1
 : -33%	1%	-16%	1%	4%	-7%
- Cc1c(C(=O)NC2=NCCS2)cccc1[N+](=O)[O-]
 : -4%	6%	13%	-5%	21%	-6%
